Mot1-301 SUMO: inhibitors of SUMOylation pathway: yeast Mot1-301 growth rescue; hit rate 1% among 320,000; S. cerevisiae Mot1-301 growth rescue, ATP luminescence, 38.5C; percent above DMSO median, 100 means doubled; growth rescue, % at 18.8 µM;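 active = every valid replicate shows activation above 250% relative to neutral control wells; inactive = the rest, any valid replicate at or below 250%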;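 note: OY570 slx delta 5 strain wells were the positive control but not used for scaling; some compounds called inactive have numbers as strong as hits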
CDK5 p35 inh: blocks human CDK5/p35 kinase activity; hit rate 0.01% among 330,000; Q00535+Q15078; inhibition, % at 10 µM; Recombinant CDK5/p35, ADP-Glo luminescence, 60 min;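 active = highest replicate inhibition of at least 50% and at least 75% of replicates reaching 50%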;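 note: plate controls were DMSO neutral control for no effect and GW8510 at 10 µM for full effect; many of its hits are not listed in these tables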
Target sequence (Q00535 whole entry, looked up): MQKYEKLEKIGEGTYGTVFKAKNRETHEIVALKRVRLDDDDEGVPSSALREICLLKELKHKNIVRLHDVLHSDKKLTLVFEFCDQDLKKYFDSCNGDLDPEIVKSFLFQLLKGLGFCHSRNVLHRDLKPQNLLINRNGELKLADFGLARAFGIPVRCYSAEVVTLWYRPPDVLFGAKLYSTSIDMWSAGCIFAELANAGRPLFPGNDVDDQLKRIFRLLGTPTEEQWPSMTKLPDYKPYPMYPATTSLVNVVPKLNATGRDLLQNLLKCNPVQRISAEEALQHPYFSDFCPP
Target sequence (Q15078 whole entry, looked up): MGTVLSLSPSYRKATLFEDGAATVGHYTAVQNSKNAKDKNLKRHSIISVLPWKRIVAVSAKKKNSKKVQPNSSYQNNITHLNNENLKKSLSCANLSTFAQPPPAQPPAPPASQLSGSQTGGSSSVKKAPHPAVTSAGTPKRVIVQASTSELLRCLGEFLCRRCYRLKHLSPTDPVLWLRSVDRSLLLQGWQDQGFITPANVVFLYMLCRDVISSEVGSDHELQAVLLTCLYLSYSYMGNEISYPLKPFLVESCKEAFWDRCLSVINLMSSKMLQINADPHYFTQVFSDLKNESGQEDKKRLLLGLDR
Ecoli viability: bacterial growth inhibition, counter-screen for AddAB inhibitors; E. coli V3065 growth, OD600 absorbance, 18 h; inhibition, % at 11.9 µM; hit rate 0.27% among 330,000;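 active = inhibition above the campaign's mean inhibition across all tested compounds plus 3 SD, cut at about 9.9% in these data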;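 note: uninfected addAB+ strain grown without phage in ampicillin broth; 0% = DMSO wells and 100% = ciprofloxacin 0.95 µg/ml wells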
AddAB inh: less growth of phage-infected E. coli with AddAB; E. coli expressing H. pylori AddAB, absorbance growth; inhibition, % at 11.9 µM; hit rate 0.29% among 330,000; AID 435030; in the data active = inhibition above about 12%;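 note: 0% = vehicle wells of infected cells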
PKA-R1A activ: activators of PKA-R1A complex; P00514+P68181; PKA-R1A dissociation, Cy5-IP20 fluorescence polarization; scaled: DMSO 0%, 113 µM cGMP 100%; activation, % at 11.4 µM; hit rate 0.083% among 340,000;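 active = percent activation above the mean of all tested compounds plus 3 SD, cut at about 19% in these data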;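 note: higher means more PKAc released from R1A so a rise in polarization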
HTR5A ag: counter-screen for OPRM1-OPRD1 agonists: human HTR5A agonism. P47898. HTR5A agonist assay, luminescence, cell-based. activation, % at 9.3 µM. hit rate 0.61% among 340,000. AID 504692; in the data active = activation mostly above about 9.5%, no sharp cut-off; inactive = mostly below about 7.6%;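 note: 0% = cells with vehicle only and 100% = reference agonist; strong numbers were not always called active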
PKA-R2B activ: activates the human PKA-R2B holoenzyme complex; PKA-R2B holoenzyme dissociation, Cy5-IP20 fluorescence polarization; R2B truncated from residue 108, S112A mutant; 0% DMSO only, 100% 113 µM cGMP; activation, % at 11.4 µM; hit rate 0.079% among 340,000;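 active = activation above a cutoff set at the mean over all compounds plus 3 SD, cut at about 18% in these data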;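 note: higher means more holoenzyme dissociation and a rise in polarization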
Target sequence (P31323 whole entry, looked up, other chains not shown, the tested form may be a part): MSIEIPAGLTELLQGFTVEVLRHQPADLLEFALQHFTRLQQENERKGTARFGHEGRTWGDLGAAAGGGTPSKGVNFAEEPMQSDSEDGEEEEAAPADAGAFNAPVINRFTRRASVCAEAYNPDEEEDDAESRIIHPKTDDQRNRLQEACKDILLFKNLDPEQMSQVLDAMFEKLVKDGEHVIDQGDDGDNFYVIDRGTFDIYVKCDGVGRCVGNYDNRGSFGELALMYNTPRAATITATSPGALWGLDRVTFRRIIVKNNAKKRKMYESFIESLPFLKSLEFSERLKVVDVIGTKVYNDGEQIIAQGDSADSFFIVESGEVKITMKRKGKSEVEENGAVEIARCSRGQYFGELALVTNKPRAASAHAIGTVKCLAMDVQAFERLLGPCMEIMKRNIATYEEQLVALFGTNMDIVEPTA
HTR5A inv ag: inverse agonist of human HTR5A in OPRM1-OPRD1 counter-screen. P47898. HTR5A cell line, luminescence, inverse agonism. inhibition, % at 9.3 µM. hit rate 0.083% among 340,000; in the data active = inhibition mostly above about 23%, no sharp cut-off; inactive = mostly below about 18%;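 note: 0% = cells with DMSO and 100% = no-cell wells with DMSO; some compounds called inactive have numbers as strong as hits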
Tat transport: blocks Tat-dependent protein export in E. coli; AID 488895; hit rate 0.036% among 340,000; inhibition, % at 10 µM; E. coli MC4100 TorA-mCherry Tat export, fluorescence;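 active = mean replicate inhibition at least 50% and at least half of replicates individually reaching 50%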;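 note: exported cargo escapes ClpAP degradation while cytoplasmic cargo is degraded and loses fluorescence; 0% = median of neutral control wells and 100% = median of NaSCN control wells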
DAGLB inhibitor: diacylglycerol lipase beta (human) inhibition. Q8NCG7. HEK293T DAGLB membrane lysate, EnzChek fluorogenic substrate. inhibition, % at 5.17 µM. hit rate 0.059% among 340,000. AID 504411; in the data active = inhibition above about 34%;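 note: 0% = enzyme with vehicle and 100% = wells lacking enzyme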
phage Ecoli inh: E. coli growth loss with phage present. growth absorbance. inhibition, % at 11.9 µM. hit rate 0.26% among 360,000. AID 651602; in the data active = inhibition above about 11%
* = called active by the depositor; . = no result given.

SMILES	Mot1-301 SUMO	CDK5 p35 inh	Ecoli viability	AddAB inh	PKA-R1A activ	HTR5A ag	PKA-R2B activ	HTR5A inv ag	Tat transport	DAGLB inhibitor	phage Ecoli inh
COc1ccc(CNC(=O)COC(=O)c2cccnc2Nc2cccc(C(F)(F)F)c2)cc1	-7	-0.8	1.4	1.0	-2	3	-6	-3	-9	-4	3.6
O=C(c1ccco1)N1CCN(C(=O)C2CCN(S(=O)(=O)c3cccc4nsnc34)CC2)CC1	-13	-0.5	-3.7	-1.4	-11	1	2	-14	-2	5	2.0
CC(OC(=O)c1cccc(N(C)C)c1)C(=O)N1CCc2ccccc2C1 (stereo not drawn)	32	-1.5	0.1	-1.1	-3	-1	-11	4	5	0	1.3
O=C(COC(=O)c1ccccc1O)NC(=O)c1ccc(OC(F)F)cc1	-12	0.6	-0.3	1.4	3	-2	0	4	8	0	3.1
COc1ccc(CCNC(=O)CSc2nnc(-c3ccccc3)o2)cc1OC	-16	2.0	-1.2	2.4	-6	2	4	-5	6	2	1.4
COc1ccccc1N1CCN(C(=O)c2c(C)noc2C)CC1	-20	-0.1	-0.7	1.0	-3	5	-6	-19	8	2	1.8
Cc1ccc(NC(=S)NC(=O)C2CCCC2)c(Br)c1	-8	-1.7	-0.4	2.5	2	6	-4	-17	12	-7	2.0
CCc1ccccc1NC(=O)c1cc(-c2ccc(F)cc2)on1	-1	0.2	1.0	1.5	-8	-3	-4	6	-2	-2	-2.5
CCOCCCNC(=O)c1ccc(CS(=O)(=O)Cc2ccccc2F)o1	7	0.8	-2.2	-0.3	2	3	-6	-9	25	1	1.8
Nc1ncnc(N)c1N=Nc1ccccc1	-4	1.8	.	.	8	0	-12	-7	3	2	0.2
c1nc(NCc2ccc3c(c2)OCO3)c2cc(-c3ccoc3)ccc2n1	-3	-1.3	-0.2	0.6	4	0	1	-8	6	-2	2.1
COc1ccccc1NC(=O)Cn1nnc(C(=O)NCc2ccc3c(c2)OCO3)c1N	14	-0.4	-3.7	1.9	2	5	7	3	1	3	-1.1
CCCc1cc(C(=O)N2CCC(n3nccc3NC(=O)c3ccc(OC)cc3)CC2)no1	6	0.2	-0.8	2.2	-3	0	18	12	-4	2	1.8
O=C(COc1ccc(Cl)cc1)Nc1ccc2c(c1)C(=O)NC2=O	12	-0.9	2.4	2.6	2	4	-3	-2	-4	1	1.8
CCOc1cc(CO)cc(Br)c1OCC(=O)O	0	-0.8	1.6	4.7	-8	3	-13	-8	1	0	2.1
CC1CCN(c2ccc(NC(=O)c3cccnc3)cc2)CC1	-5	0.4	-0.9	0.2	-3	3	0	-20	-2	3	1.6
CC1CCN(C(c2cc3cc4c(cc3[nH]c2=O)OCO4)c2nnnn2CC2CCCO2)CC1 (stereo not drawn)	-16	-1.1	-2.0	0.1	-12	3	-3	-3	-6	-1	.
CC1CCCN(C2=C(NS(=O)(=O)c3ccc(Cl)cc3)C(=O)c3ccccc3C2=O)C1 (stereo not drawn)	4	1.0	1.0	0.3	2	6	-12	14	0	2	-0.1
Cc1ccc(C(=O)Nc2ccc([N+](=O)[O-])cn2)o1	3	2.2	-1.0	5.0	-10	1	-1	13	4	-1	1.8
Cc1ccccc1NC1=NCC(c2ccc([N+](=O)[O-])cc2)S1 (stereo not drawn)	4	0.2	-0.8	1.9	-4	9	-6	3	-10	-1	1.8
CCOC(=O)c1c(NC(=O)Nc2ccc(C)cc2)sc2c1CCN(C)C2	24	0.7	-1.6	-1.5	.	.	.	.	-7	.	0.5
O=C(CN(C(=O)c1csnn1)c1cccc(Cl)c1)NC1CCCC1	-9	-1.0	0.7	2.0	11	-2	-6	12	5	1	1.8
COc1cc(OC)c(/C=C2\SC(=O)N(CC(=O)Nc3ccccc3F)C2=O)c(OC)c1	1	0.6	0.7	0.8	-2	-3	1	-18	-21	-3	-0.2
Cc1cc2cc(CNS(=O)(=O)N(C)C)ccc2[nH]1	-10	1.2	26*	34*	0	-5	0	-3	2	4	2.4
COc1ccc(NC(=O)C2CCN(S(C)(=O)=O)CC2)cc1Cl	325*	-2.4	-2.3	-0.7	-24	-1	1	10	-2	3	1.1
COc1ccc2nc(N3C(=O)CC(Cc4ccc(C)cc4)C3=O)sc2c1 (stereo not drawn)	28	-0.9	-0.3	1.6	-6	0	-1	12	11	0	2.9
CCOc1ccc(NC(=O)CSc2nc3ccccc3c(=O)n2CCNC(C)=O)cc1	-15	0.2	0.4	1.4	-6	0	-1	16	-7	0	2.9
O=C(CSc1nnc(-c2ccncc2)n1-c1ccccc1)N1CCN(c2ccc(Cl)cc2)CC1	-8	-0.4	1.2	1.6	0	1	-8	-13	-5	-2	2.3
OCC[C@@H]1C[C@H](O)[C@@H](O)[C@@]2(Cc3ccccc3CCO2)O1	-17	-0.2	0.3	2.6	7	1	3	-3	1	-1	3.0
COc1ccc(S(=O)(=O)N2CCN(CC(O)COc3ccc(CC#N)cc3)CC2)cc1OC (stereo not drawn)	-4	-0.8	-3.7	2.3	-14	6	2	-18	-4	-3	-0.3

Exported bar-delimited: part of the list above
SMILES | Mot1-301 SUMO | CDK5 p35 inh | Ecoli viability | AddAB inh | PKA-R1A activ | HTR5A ag | PKA-R2B activ | HTR5A inv ag | Tat transport | DAGLB inhibitor | phage Ecoli inh
CC1CCN(C(c2cc3cc4c(cc3[nH]c2=O)OCO4)c2nnnn2CC2CCCO2)CC1 (stereo not drawn) | -16 | -1.1 | -2.0 | 0.1 | -12 | 3 | -3 | -3 | -6 | -1 | .
Cc1ccc(C(=O)Nc2ccc([N+](=O)[O-])cn2)o1 | 3 | 2.2 | -1.0 | 5.0 | -10 | 1 | -1 | 13 | 4 | -1 | 1.8

Further entries
SMILES	Mot1-301 SUMO	CDK5 p35 inh	Ecoli viability	AddAB inh	PKA-R1A activ	HTR5A ag	PKA-R2B activ	HTR5A inv ag	Tat transport	DAGLB inhibitor	phage Ecoli inh
O=C(Nc1ccccc1)N1CCN(Cc2ccc(Cl)cc2)CC1	-15	-2.1	0.9	1.3	6	-2	-3	-9	3	1	2.5
Cc1cn(C2CCCCC2)c(=O)[nH]c1=O	.	-2.1	.	.	-5	2	5	-6	3	-3	0.9
COc1ccc(NC(=O)CC2SC(N3CCCC3)=NC2=O)cc1Cl (stereo not drawn)	24	0.3	1.7	1.3	1	1	-9	-2	-7	-1	1.4
Cc1ccc(N=Cc2sc(O)c3ccccc23)cc1	-4	-1.3	-2.0	1.9	5	-1	3	-5	-1	-20	1.5
O=C(CN1C(=O)c2ccccc2C1=O)N1CCN(C2c3ccccc3-c3ccccc32)CC1	-1	-1.0	-0.3	0.0	-11	2	-6	-20	17	-2	3.9
COc1cc(-c2n[nH]c(=S)n2-c2ccc(Br)cc2)cc(OC)c1OC	-8	1.5	-1.1	1.3	1	-3	-14	11	7	2	0.6
O=C(NNc1ccccc1)C(=O)N1CCCCC1	279	0.8	0.8	0.2	-2	-2	7	7	-2	1	-0.1
CCOC(=O)c1ccc(Oc2nc(NC)nc(Nc3ccccc3)n2)cc1	-3	-1.3	-1.4	3.7	-5	7	5	4	10	0	3.1
COc1ccc(-c2nn(CC(=O)N(C)C)c(=O)c3ccccc23)cc1	-2	2.6	-1.4	-0.4	5	0	-1	-14	7	2	1.7
COc1cc([N+](=O)[O-])ccc1NC(=O)Cc1ccccc1	362	3.9	1.2	4.5	-1	0	-1	7	9	0	1.9
O=C(Nc1ccccc1C(=O)N1CCOCC1)C1CCCO1 (stereo not drawn)	-19	-0.7	1.8	1.7	-6	2	-2	1	-3	0	-3.2
CSc1n[nH]c(=O)n1-c1ccc(Cl)cc1	-20	-0.4	2.2	3.6	10	9	-3	-20	4	-7	1.9
COc1ccc(N2CCN(C(=O)COC(=O)CSc3ccccc3)CC2)cc1	.	0.3	.	.	1	-2	1	5	-1	-1	3.0
NS(=O)(=O)c1ccc(CCNC(=O)c2cc(-c3ccc(Br)cc3)nc3ccccc23)cc1	-26	1.5	-1.8	-1.8	-2	6	11	-15	-1	-4	2.8
CN(C)CCOC(=O)/C(=C/c1cn(C)c2ccccc12)NC(=O)c1ccccc1	-3	-0.4	0.3	-2.7	-7	1	3	-2	-3	-4	0.7
COc1ccc(CCNC(=O)COC(=O)CNS(=O)(=O)c2ccc(SC)c([N+](=O)[O-])c2)cc1	-10	-4.3	2.6	0.2	8	-7	1	18	-5	-1	2.2
CCOC(=O)c1ccc(OCc2nc(-c3cccs3)no2)cc1	5	-1.6	-5.6	-1.0	-3	-3	-7	-27	5	-12	-0.9
CCOC(=O)c1c(NC(=O)C2=C(C)NC(=S)NC2c2ccc(F)cc2)sc(C)c1C (stereo not drawn)	99	-1.9	0.4	1.9	-2	1	-4	-3	8	-2	4.2
O=C1CN(c2cc(Cl)cc(Cl)c2)C(=O)CN1/N=C/c1cccnc1	3	0.5	-0.3	1.8	-6	5	-3	-24	-4	4	2.5
CCCCN(C(=O)CSc1nc2ccccc2n1CC)C1CCS(=O)(=O)C1 (stereo not drawn)	-11	-1.5	0.7	1.1	2	3	4	1	5	-7	1.9
CCOC(=O)c1c(NC(=O)COc2ccccc2C#N)sc2c1CC(C)(C)NC2(C)C	1	0.6	0.8	-0.9	0	2	-3	6	9	0	-0.6
COC(=O)c1ccc(CNC(=O)COC(=O)c2ccccc2-c2ccccc2)cc1	-9	-0.3	-0.8	0.9	6	5	-5	-16	4	-2	1.0
CCN(CC(=O)Nc1ccc([N+](=O)[O-])cc1OC)CC(=O)NC(C)(C)C	-5	-0.9	1.9	1.2	-6	0	12	16	-2	-1	1.2
COc1ccc(CC(=O)N2CCN=C2SCc2ccc([N+](=O)[O-])cc2)cc1	.	1.0	-0.4	-2.1	1	1	5	-2	-6	-7	0.3
COc1ccc(C2=NOC(C(=O)NCc3ccccn3)C2)cc1OC (stereo not drawn)	-8	0.7	-0.3	1.8	0	3	-3	-13	-1	-2	2.7
COc1cc(N2C(=O)c3ccccc3C2=O)c(Cl)cc1C(=O)OCC(=O)N1CCOCC1	-5	6.7	-2.1	0.5	-3	3	-3	-9	5	1	1.8
Cn1c(=O)[nH]c(=O)c2c1nc(N1CCCCC1)n2CCOc1ccccc1	4	1.0	0.9	3.3	-3	2	4	9	2	1	0.2
Cc1ccc(N2CCN(S(=O)(=O)N3CCCCC3)CC2)c(C)c1	1	1.6	-0.1	4.6	.	.	.	.	29	.	2.6
CSc1ccccc1C(=O)NCc1ccc(S(N)(=O)=O)cc1	1	-1.0	2.2	0.3	-9	2	-12	2	-3	0	3.8
CC(C)c1ccc(NC(=O)Cn2c(=O)oc3ccccc32)cc1	-5	0.7	2.5	-0.6	-9	4	5	-14	5	-4	2.9
CCCc1cc(C(=O)N2CCN(S(=O)(=O)c3ccc(OC)c(OC)c3)CC2)cs1	-2	-1.0	-0.7	-2.9	-11	0	-2	34	7	0	1.7
Cc1[nH]c2ccccc2c1C(c1ccccn1)N1CCC(C(N)=O)CC1 (stereo not drawn)	-18	3.7	0.2	-0.5	-7	4	-6	-11	-1	1	-1.8
COc1ccc(C(=O)/C=C2\Sc3ccccc3N2C)cc1	296	1.0	0.9	5.5	.	.	.	.	-7	.	6.0

High-throughput results (PubChem)
